# miR122 inh: miR-122 inhibition in Huh7 cells; 340,000 compounds, 0.3% hits; activation (reporter increase), % at 12.5 µM; Huh7 miR-122 Renilla luciferase sensor, 48 h; neutral wells = 0, positive control = 100;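 active = mean replicate activation score at least 90 and every replicate individually at or above 90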;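 also: higher luciferase means less miR-122 activity so hits act as miR-122 inhibitors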
# PglD DTNB: blocks C. jejuni PglD acetyltransferase activity; inhibition, % at 12.5 µM; AID 602405; purified PglD enzyme, DTNB colorimetric CoA detection; 360,000 compounds, 0.098% hits; in the data active = inhibition above about 16%, passing the limit was not always enough; also: strong numbers were not always called active
# Statin myotox sup: suppressors of simvastatin-induced myotoxicity in C2C12 myotubes; ATP luminescence, 48 h; scaled: DMSO 0, geranylgeraniol control 100; 330,000 compounds, 0.78% hits; rescue of ATP level, % at 7.49 µM;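 active = mean ATP rescue above about 67%, or every replicate alone reaching that limit, limit read from the data, passing the limit was not always enough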;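 also: myotubes were challenged with 10 µM simvastatin during compound exposure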
# PGC1a acetyl inh: modulators of PGC1a acetylation; U2OS PGC1a acetylation, AlphaScreen anti-acetyl-lysine; with virally co-expressed GCN5 acetyltransferase; inhibition, % at 15.6 µM; 350,000 compounds, 0.17% hits;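 active = every replicate shows inhibition of at least 40%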;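 also: 0% = neutral control wells and 100% = positive control wells; some results beyond the cut were filed as inactive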
# F508del corr: correctors of CFTR F508del function in bronchial epithelial cells. CFBE cells, YFP halide quenching; stimulated with forskolin plus potentiator P3; % fluorescence drop versus neutral controls. activity (quench increase), % at 7.58 µM. 350,000 compounds, 0.36% hits. AID 720511;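 active = mean added fluorescence quench of at least 8% versus neutral control, with both replicates also reaching 8%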;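 also: cells transiently co-express mutant CFTR-F508del with the halide-sensitive YFP; corrector assay measuring rescue of mutant channel to the surface after 24 h compound exposure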
# Cneo AK release: causes C. neoformans cell lysis; adenylate kinase release luminescence, 4 h; normalised: neutral wells 0, clomiphene wells 100; lysis activity, % at 15 µM; 360,000 compounds, 0.2% hits;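 active = mean lysis activity across replicates of at least 80%, whatever share of replicates individually reach that level; inactive = mean lysis activity below 80%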
#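 Signal: Adenylate kinase release luminescence | Assay system: Log-phase Cryptococcus neoformans yeast cells | Input: Cells at 5 × 10^6 per mL | Buffer or medium: Fresh YPD growth medium | Compound: Single dose | Schedule: Static 4 h at 37 °C with compound, 1 h detection | Controls: Clomiphene | Read-out: Luminescence rise reflecting yeast cell lysis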
# FN deposit inh: fibronectin deposition inhibition; AH1F fibroblasts, Alexa488-fibronectin deposition fluorescence, overnight; inhibition, % at 12.6 µM; 350,000 compounds, 0.086% hits; AID 743247;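 active = mean inhibition across replicates of 30% or more, regardless of how many single replicates reach that level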;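 also: positive control wells lacked labelled fibronectin entirely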
#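 Material – AH1F fibroblast monolayer, labelled fibronectin deposition · Reagent – labelled fibronectin 24 nM · Timing – 1 h adhesion, overnight exposure · Measured by – fluorescence at 485 nm excitation, 525 nm emission · Read-out – inhibition of fibronectin deposition signal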
# GSIS activator: primary screen for activators of insulin secretion dependent on glucose, INS-1E cells, GLuc reporter luminescence. INS-1E GLuc reporter insulin secretion, 2-3 h. activation, % at 16.6 µM. 370,000 compounds, 0.61% hits. AID 743287;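 active = lowest replicate activation of at least 40%, so every replicate reaches that level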;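 also: 0% = median of neutral control wells and 100% = median of IBMX positive control wells; some compounds called inactive have numbers as strong as hits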
# * = called active by the depositor; x = not tested or not shown; [ ] = another dose, or the depositor's remark.
SMILES,miR122 inh,PglD DTNB,Statin myotox sup,PGC1a acetyl inh,F508del corr,Cneo AK release,FN deposit inh,GSIS activator
Cc1ccc(S(=O)(=O)N(C)C[C@H]2OCCCC[C@@H](C)Oc3ccc(NS(=O)(=O)c4ccc(Cl)cc4)cc3C(=O)N([C@@H](C)CO)C[C@H]2C)cc1,1[16.7 µM],-1,2,-5,-0.9,-1,-5,-31
C[C@@H]1CN([C@@H](C)CO)C(=O)c2cccc(NC(=O)c3ccncc3)c2O[C@H]1CN(C)C(=O)NC1CCCCC1,-2[16.7 µM],0,-20,3,-1.6,-2,x,-6
COc1ccc(Cc2nnc(NC(=O)c3ccccc3)s2)cc1OC,-6,0,-1,-17,2.0,2,7,10
CC(C)(C#N)Nc1ccccc1,x,-2,-4,1,-1.9,-1,x,2
CC(C)[C@@H]1NC(=O)c2cc([N+](=O)[O-])cc(I)c2OCC[C@@H](C(N)=O)NC(=O)[C@H](CCC(=O)O)NC1=O,-3,-3,15,3,-4.2,0,0,11
O=C(Nc1ccccc1C(=O)N1CCCCCC1)c1ccc(F)cc1,x,-5,-2,x,-0.5,6,9,17
Cc1noc(C)c1S(=O)(=O)N(C)C[C@@H]1OCCCC[C@@H](C)Oc2ccc(NC(=O)C3CCCCC3)cc2C(=O)N([C@H](C)CO)C[C@@H]1C,13[16.7 µM],3,-3,-4,-1.4,-4,x,2
COc1ccc(S(=O)(=O)N2CCOC23CCN(S(=O)(=O)c2ccccc2)CC3)cc1,1,1,-14,-4,3.3,-1,0,4
O=C(CCCSc1ccc(Cl)cc1)Nc1cc(S(=O)(=O)N2CCOCC2)ccc1O,x,1,7,x,0.0,-1,8,-61
O=C(NCC(F)(F)F)Nc1ncccn1,-5,4,7,14,x,2,x,x
O=C(Nc1cccnc1)c1ccc2nc(-c3ccccc3)c(-c3ccccc3)nc2c1,x,2,x,x,4.2,-3,-3,15
CO[C@H]1CN(C)C(=O)c2ccc(NC(=O)C3CC3)cc2OC[C@@H](C)N(Cc2cccc(F)c2)C[C@@H]1C,-4[16.7 µM],0,14,5,0.4,0,-6,-33
NS(=O)(=O)c1ccc(-c2ccc(C=O)o2)cc1,-5,x,x,-4,2.7,x,-17,0
CCS(=O)(=O)c1ccc(O)c(NC(=O)Nc2cccc3ccccc23)c1,-3,-3,-3,3,-34,0,-23,-5
C[C@H]1CN([C@@H](C)CO)C(=O)c2cc(-c3ccccc3)cnc2O[C@@H]1CN(C)C(=O)c1cccc(F)c1,-1[16.7 µM],x,15,-10,-2.4,x,38*,-1
COCC(=O)N[C@H]1C=C[C@@H](CC(=O)NCc2ccc(Cl)cc2)O[C@H]1CO,x,x,10,-7,0.3,x,-3,-6
C=CCOC(=O)C1=C[C@@H](c2csc3ccccc23)[C@H](CCCO)[C@@H](OCC)O1,10,-4,7,13,2.5,-2,-2,-10
COc1ccc(NC(=O)/C=C/c2ccccc2)cn1,-4,-8,0,0,x,-17,x,11
COc1cc(NC(=O)CSc2nc(C)c(C)c(C)n2)cc(OC)c1,1,x,-4,9,2.6,-1,6,35
CC1CCN(S(=O)(=O)c2ccc3c(ccn3CCC(=O)NC(C)C)c2)CC1,12,-3,-2,-13,-1.0,-4,24,2
Cc1ccc(C(=O)NCC(=O)OC(C)C(=O)Nc2ccc(N(C)C)cc2)s1 (stereo not drawn),-1,0,-2,-3,3.2,-1,-10,-6
C[C@H](CO)N1C[C@H](C)[C@@H](CN(C)Cc2ccc(-c3ccccc3)cc2)Oc2ccc(NC(=O)C3CC3)cc2CC1=O,-7[16.7 µM],1,-22,2,1.4,19,x,-20
COCC(=O)Nc1ccc2c(c1)[C@@H]1C[C@@H](CC(=O)NCc3ccc(OC)cc3)O[C@H](CO)[C@@H]1O2,0[16.7 µM],5,-1,-12,0.0,4,-5,2
C[C@@H](NC(=O)[C@H]1N[C@H]2c3ccc(-c4ccncc4)c(=O)n3C[C@H]2[C@@H]1CO)c1ccccc1,3[16.7 µM],2,34,x,-1.0,-5,x,22
CCCCCOc1ccccc1C(=O)NCC(=O)O,-3,1,6,5,x,0,6,x
C[C@H](CO)N1C[C@H](C)[C@H](CN(C)Cc2ccc(C(F)(F)F)cc2)OCc2ccccc2-c2ccccc2C1=O,x,x,x,1,-5.6,x,-13,-22
O=C(CCS(=O)(=O)c1ccc(Cl)cc1)Nc1nnc(-c2ccco2)o1,-4,0,6,6,-3.4,x,-6,-1
O=C1C=CC(=O)C(CNc2ccc(C(=O)OCc3ccccc3)cc2)=C1,8,x,x,-1,-2.2,x,11,x
COC/C=C/C1=CC2=CC(=O)C(C)(OC(=O)c3cnc4ccccc4n3)C(=O)C2=CN1CC1CC1 (stereo not drawn),3,4,x,3,x,-1,x,x
O/N=C(/CN(O)/C=C1/C=CC=N1)c1cccs1,-7,8,7,13,x,2,-4,x
O=C(c1oc(=O)c2ccccc2c1-c1ccccc1)N1CCN(C2CCCCC2)CC1,5,-3,1,4,-1.2,0,-17,3
O=C(OC1CCOC1=O)c1cc(Cl)ccc1[N+](=O)[O-] (stereo not drawn),-3,-3,x,0,-1.7,0,-2,-4
C[C@@H]1CN([C@H](C)CO)C(=O)c2cccc(NS(=O)(=O)c3cccs3)c2O[C@H]1CN(C)C(=O)Nc1ccccc1,0[16.7 µM],x,x,-1,-1.3,x,x,21
COc1ccccc1NC(=O)CCCc1nc(-c2ccc(OC)c(OC)c2)no1,-1,1,-3,0,3.7,-1,5,34
COc1cccc(-c2cccc(NC(=O)C3CCN(Cc4ccon4)CC3)c2)c1,0,-1,7,0,-0.1,1,12,-11
CC(C)c1nnc(NC(=O)CCC(=O)NC2CCCCCCC2)s1,-3,4,-12,-3,x,0,x,x
CC(=O)C(Cc1cnc(Cl)s1)(Cc1cnc(Cl)s1)C(C)=O,-4,-2,13,0,x,0,x,12
NC[C@H]1O[C@H](O[C@H]2[C@H](O)[C@@H](O[C@H]3O[C@H](CO)[C@@H](O)[C@H](N)[C@H]3O)[C@H](N)C[C@@H]2N)[C@H](N)C[C@@H]1O,4,-2,4,x,x,-2,5,x
COc1ccc(OC)c(C2CC(=O)c3c([nH]c(C(=O)OCC4CCCO4)c3C)C2)c1 (stereo not drawn),11,8,-11,-4,1.0,-4,-25,11
Cn1cnnc1SCC(=O)Nc1ccc(Cl)cn1,x,x,x,-7,-2.0,x,-3,6
CN(CC(=O)O/N=C(\N)c1ccccn1)S(=O)(=O)c1cc(Cl)ccc1Cl,-2,-3,x,15,x,0,4,15
Cc1ccc(Oc2coc3cc(O)ccc3c2=O)cc1,-2,0,-3,5,-2.1,-3,-2,4
CC1(C(=O)NS(=O)(=O)c2cccc(F)c2)CCN1C(=O)c1ccco1 (stereo not drawn),-4,-1,-2,7,1.4,0,-2,-4
c1ccc(COc2ccc(-c3cc4nc(NCCCn5ccnc5)ccn4n3)cc2)cc1,x,2,-7,x,-1.2,-2,-9,x
C=CCNC(=S)N(CC)c1cccc2ccccc12,x,x,x,-16,1.5,x,-1,-10
COc1ccc(C(=O)NCCNc2ccc([N+](=O)[O-])cc2)cc1OC,-11,-5,13,8,2.5,1,3,2
CCCc1cc(=O)[nH]c(SCC(=O)Nc2ccc3c(c2)CCC3)n1,x,x,x,2,-3.8,x,2,-3
O=C(c1cccs1)N1CCC(c2nc3c(nnn3Cc3ccccc3)c(=O)[nH]2)CC1,x,-1,17,7,x,-1,x,-2
CCN(C[C@@H]1[C@@H](c2ccccc2)[C@@H](CO)N1C(=O)COC)C(=O)NC(C)C,x,x,x,1,-0.4,x,-8,4
CC(=O)N1c2ccc(S(=O)(=O)N3CCC(C(=O)NC4CCCCC4)CC3)cc2CC1C (stereo not drawn),-3,-3,13,-4,-0.7,-2,4,1
COC(=O)c1ccc(/C=N/NC(=O)CNc2cccc(C)c2)cc1,-4,x,x,2,2.0,x,2,3
Cc1nn(-c2ccc([N+](=O)[O-])cc2)c(N)c1-c1ccccc1,-1,3,-4,-19,2.4,-4,1,8
CN1CCCCN2[C@@H](CO)[C@@H](c3ccc(-c4ccccc4)cc3)[C@@H]2C1,5[16.7 µM],-3,11,7,-6.2,-1,x,5
COc1ccc(C2C(C(C)=O)=C(O)C(=O)N2CCCn2ccnc2)cc1 (stereo not drawn),-2,2,3,3,x,0,x,x
Cn1cccc1CNC(=S)Nc1cc(F)cc(F)c1,x,x,x,14,-0.5,x,-2,-3
CCOC(=O)C(NC(=O)Nc1ccc(F)cc1)(OCC)C(F)(F)F (stereo not drawn),4,-1,x,-12,x,1,x,9
CC1(C)NC(=O)N(CC(O)COc2ccccc2-c2ccccc2)C1=O (stereo not drawn),-4,0,-29,0,x,1,7,x
Oc1ccccc1-c1cc(-c2ccccc2)n[nH]1,16,-6,0,-5,-0.2,1,-3,13
Cc1cc(NC(=O)CSc2nnnn2C)n(-c2ccccc2)n1,1,-9,5,20,x,2,x,x
CCn1nnc2cc(C(=O)NCCc3ccccc3F)ccc21,x,1,-3,x,1.1,0,-5,-5

# An excerpt from above, showing only Statin myotox sup and miR122 inh:
SMILES	Statin myotox sup	miR122 inh
CCOC(=O)C(NC(=O)Nc1ccc(F)cc1)(OCC)C(F)(F)F (stereo not drawn)	x	4
CC1(C)NC(=O)N(CC(O)COc2ccccc2-c2ccccc2)C1=O (stereo not drawn)	-29	-4
Oc1ccccc1-c1cc(-c2ccccc2)n[nH]1	0	16

# Following part.
SMILES,miR122 inh,PglD DTNB,Statin myotox sup,PGC1a acetyl inh,F508del corr,Cneo AK release,FN deposit inh,GSIS activator
COc1ccc(S(=O)(=O)N(C)C[C@@H]2Oc3ccc(NC(=O)NC4CCCCC4)cc3CC(=O)N([C@@H](C)CO)C[C@H]2C)cc1,-8[16.7 µM],4,12,6,-0.6,-4,8,0
C[C@H](CO)N1C[C@H](C)[C@@H](CN(C)Cc2ccc(Cl)c(Cl)c2)Oc2ccc(NC(=O)C3CC3)cc2CC1=O,-2[16.7 µM],-5,85*,1,5.3,1,x,-7
Nc1nnc(N2CCCCC2)s1,-5,0,4,1,x,-2,-3,12
CC(Nc1nc(-c2ccccc2)nc2ccccc12)c1ccccc1 (stereo not drawn),2,-5,-26,3,-0.3,-2,0,-24
C[C@@H]1CCCCO[C@H](CN(C)S(=O)(=O)c2cn(C)cn2)[C@H](C)CN([C@@H](C)CO)C(=O)c2cc(NC(=O)c3ccncc3)ccc2O1,8[16.7 µM],3,x,-8,1.1,0,x,7
Cc1ccc(S(=O)(=O)N(C)C[C@@H]2Oc3c(NC(=O)Nc4ccc(F)cc4)cccc3C(=O)N([C@H](C)CO)C[C@@H]2C)cc1,-3[16.7 µM],0,-50,-15,-3.3,-6,x,-21
NC1=NC2OC(CO)C(O)C2O1 (stereo not drawn),-4,-3,4,3,-0.3,0,-3,3
C[C@@H]1CN([C@H](C)CO)C(=O)c2cccc(NC(=O)c3ccc(-c4nccs4)cc3)c2O[C@H]1CN(C)C(=O)Nc1ccc(C(F)(F)F)cc1,0[16.7 µM],1,-14,-11,-2.2,-1,8,-13
CCOC(=O)c1nn(-c2ccc(C)cc2)c(=O)cc1OCC(=O)Nc1ccc(OC)cc1,x,0,-1,-10,-0.6,8,x,8

# 2 neighbouring records from above:
SMILES,miR122 inh,PglD DTNB,Statin myotox sup,PGC1a acetyl inh,F508del corr,Cneo AK release,FN deposit inh,GSIS activator
NC1=NC2OC(CO)C(O)C2O1 (stereo not drawn),-4,-3,4,3,-0.3,0,-3,3
C[C@@H]1CN([C@H](C)CO)C(=O)c2cccc(NC(=O)c3ccc(-c4nccs4)cc3)c2O[C@H]1CN(C)C(=O)Nc1ccc(C(F)(F)F)cc1,0[16.7 µM],1,-14,-11,-2.2,-1,8,-13

# Bioassay records from PubChem BioAssay.
